mHTT CaM bind – disrupts binding of mutant huntingtin to calmodulin; inhibition, % at 15 µM; AlphaScreen His-mHTT/GST-CaM binding, luminescence; P42858; actives 3.6% (n = 190,000);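 note: 0% = both proteins with DMSO and 100% = one protein alone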
Pf apPOL inh – Pf-apPOL DNA polymerase inhibition. Recombinant Pf-apPOL, molecular beacon fluorescence, 1.5 h. actives 0.25% (n = 210,000). AID 1794808. inhibition, % at 10 µM
* marks the source's active call; other numbers are inactive results; · = no result given; & = joins results of further samples. Cut-off read from the data, not from the text of the source: active = inhibition above about 50%; inactive = the rest. Only part of the results is shown (hit frequency here may not be typical).

SMILES	mHTT CaM bind	Pf apPOL inh
COc1ccc(NC(=O)CN(c2ccccc2F)S(C)(=O)=O)cc1OC	4.1	-2.2
O=C(c1cnn2c(C(F)(F)F)cc(-c3ccc(Br)cc3)nc12)N1CCCCC1	-7.0	0.8
O=C(Nc1ncc(CN2CCOCC2)s1)c1ccc(Cl)cc1Cl	4.0&4.1	1.9&3.7
COc1cc(OCc2ccccc2)ccc1CN1CCN(c2ccc(F)cc2)CC1	·	-5.7
CC(C)(C)c1ncc(S(=O)(=O)c2ccc(C(F)(F)F)cn2)c(N)n1	·	-5.4
Cc1cc(CNC(=O)NCc2ccc(Cl)cc2)c(C)o1	-2.6	-2.5
COc1ccc(OC)c(NC(=O)c2cc(-c3ccccc3)nc3ccccc23)c1	3.0	4.9
CCOc1ccc(NC(=O)c2cc(S(=O)(=O)NCCc3ccc(Cl)cc3)ccc2F)cc1	23.0	-0.3
CCOC(=O)COc1ccc2c(c1)OC(=Cc1cccc(Cl)c1)C2=O	-4.7	-0.1
Cc1ccc(C(=O)N2CCN(S(C)(=O)=O)C2)cc1	2.0	-5.8
CCN1CCC(CCNC(=O)C2CCc3sc(C(=O)N4CCOCC4)cc3C2)CC1 (stereo unspecified)	1.5	-5.2
CCCN(Cc1ccsc1)C(=O)c1ccc(OC)c(OC)c1OC	-9.8	-4.4
C/C=C/c1ccc(OCCOc2c(OC)cccc2OC)c(OC)c1	-0.4	-10.1
N#Cc1ccc(/C=C2\N=C(c3ccc(F)cc3)OC2=O)cc1	5.0	-27.0
COCCNC(=O)c1cnn2c(C(F)(F)F)cc(-c3ccccc3)nc12	23.0	-7.6
CCOC(=O)C1CCN(CC(O)COC2CCCC2)CC1 (stereo unspecified)	-3.4&-4.3	-3.2&-3.4
CCOc1ccc2nc(NC(=O)Cc3ccc(OC)cc3)sc2c1	6.0	1.0
Cc1ccc(N2CCN(C(=O)c3ccccc3[N+](=O)[O-])CC2)cc1C	15.6	0.3
COc1ccc(C2CC(=O)C3=C(C2)Nc2ccccc2NC3c2cc3c(cc2Cl)OCO3)cc1 (stereo unspecified)	13.0	-0.1
NCCCCCC(=O)O	·	-0.3
Nc1nc(NCc2ccco2)nn1-c1ccccc1	1.4	13.2
CCCCNC(=O)C1(O)c2ccccc2NC(=O)N1c1ccc(Cl)c(Cl)c1 (stereo unspecified)	-1.0	-4.7
CCOc1ccccc1C(=O)NCCCCc1ccccc1	-22.6	-2.4
Cc1cc(C)nc(SCc2nnc(SC/C=C/c3ccccc3)o2)n1	1.0	0.9
CC1CCN(CC(O)COCCC2CC3CCC2C3)CC1 (stereo unspecified)	-1.7	1.1
COc1cc(C(CCN2CCCC(C)C2)c2c(OC)cc(OC)c3c2OC(=O)CC3c2ccc(N(C)C)cc2)cc(OC)c1OC (stereo unspecified)	93.2*	7.3
CCCCN(CC)S(=O)(=O)c1ccc(Cl)cc1	-36.2	-5.1
CC(=O)NC(CCc1ccccc1)C(=O)O (stereo unspecified)	·	-10.0
NN1CCN(Cc2ccc(Cl)cc2)CC1	9.3	1.9
Cc1cc(C)n(-c2nc(-c3ccc(F)cc3)cs2)n1	-36.6	-3.6

Grouped by structure: those above with a COOH group
SMILES	mHTT CaM bind	Pf apPOL inh
NCCCCCC(=O)O	·	-0.3
CC(=O)NC(CCc1ccccc1)C(=O)O (stereo unspecified)	·	-10.0

Continued:
SMILES	mHTT CaM bind	Pf apPOL inh
O=S(=O)(c1ccc(I)cc1)N1CCCC1	-17.2	1.8
CC1CCCCN1Cc1nc(-c2ccc(N3CCSCC3)nc2)no1 (stereo unspecified)	11.1	-4.6
Cc1ccc(CNS(=O)(=O)c2cc(Br)cc3c2N(C(=O)C2CC2)CC3)o1	6.0	0.4
O=C(NCc1cccnc1)c1ccc(-c2ccc(N3CCCCC3)nc2)cc1	3.3	-4.3
Cc1c(NC(=O)C(C)C)cccc1-c1nc2ccccc2s1	-6.6	-5.0
Cc1ccc(C(C)(C)CC(C)NC2CC2)o1 (stereo unspecified)	1.0	-3.5
CN1C(=O)Cc2cc(C(=O)N3CCN(c4ccccc4Cl)CC3)ccc21	-2.0	-3.3
CCN(CC)CCNC(=O)c1csc(-c2ccncc2)n1	-3.3	0.1
COc1cccc(C(=O)N2CCc3nc(CNC(=O)C4CCC4)n(C)c3C2)c1	0.9	-2.7
COc1ccc(-c2noc(COc3ccc(Br)cc3Cl)n2)cc1OC	0.0&-12.6	-7.6&-1.1
COC(=O)NC1CCN(c2ccccc2C(=O)N2CCCCC2)CC1	2.0	-23.7
Cc1nc(Br)sc1C(=O)O	·	-4.5&7.9
O=C(NC1CCN(c2nnc3ccc(Cl)cn23)CC1)c1ccc(N2CCCC2=O)cc1	3.6	-1.8
N#CC1=C(N)N(c2c(F)cccc2F)C2=C(C(=O)CCC2)C1c1cccnc1 (stereo unspecified)	-3.0	-1.3
CC1CCN(C(=O)C2CCN(c3nnc4ccc(Cl)cn34)CC2)CC1	1.6	0.3
COc1ccccc1C(=O)N1CCN=C1N1CCN(c2cccc(Cl)c2)CC1	48.1	0.0
COC(=O)c1ccc(C=C2Oc3c(ccc(O)c3CN3CCN(CCO)CC3)C2=O)cc1	3.8	-1.1
Cc1c(Cl)cccc1-c1ccc(C(=O)Nc2nccs2)o1	4.3	-5.2
Cc1onc(-c2ccccc2Cl)c1C(=O)Nc1ccc(OCc2ccccc2)cc1	-10.9	-4.7
COc1ccc(CCC(=O)Nc2ccc(CC(=O)NCC(F)(F)F)cc2)cc1	-2.5	-3.9
O=C1CC(c2ccccc2)CC2=C1C(c1ccccc1C(F)(F)F)Nc1ccccc1N2 (stereo unspecified)	19.0	-4.1
O=C(Nc1ncc(Cc2ccc(Cl)c(Cl)c2)s1)c1ccccc1[N+](=O)[O-]	-3.4	30.5
O=C(Nc1ccc2nncn2c1)Nc1ccccc1F	-8.6	3.6
Cc1ccc(CNC(=O)C2CCCN(c3cnn(Cc4ccccc4)c(=O)c3)C2)cc1 (stereo unspecified)	32.3	-7.0
CC(=O)Nc1nc(Sc2nc3c(c(=O)n(C)c(=O)n3C)n2Cc2ccccc2Cl)n[nH]1	-3.0	-9.5
COc1cccc(C2CC(=O)Nc3c2c(C)nn3-c2nc3ccccc3s2)c1 (stereo unspecified)	-4.7	-0.6
CCCCN(CCCC)S(=O)(=O)c1ccc(C(=O)Nc2nnc(C3CC3)o2)cc1	26.0	-7.3
Cc1ccccc1COc1ccc2c(=O)c(-c3ccccc3)coc2c1	-3.1	-8.6
CSC1=NSC2=NC(=O)/C(=C\c3ccc(C)o3)C(=N)N12	1.0	7.4
COc1ccc(NC(=O)C2CC(c3cc(OC)c(OC)c(OC)c3)=NO2)cc1 (stereo unspecified)	0.3	-6.2
Cc1ccc(N=C2NC(=O)/C(=C/c3ccco3)S2)cc1	69.0*	-3.3
CCOc1ccc(Oc2nc(N(C)C)nc(N(C)C)n2)nn1	-2.0	-3.7
O=[N+]([O-])c1cccc2ccc(N3CCCCC3)nc12	19.6	1.6
O=C1OC(C2(Br)C(=O)c3ccccc3C2=O)C(Br)=C1Br (stereo unspecified)	6.0	-2.4
CCc1ccccc1-n1cnc2cc(C(=O)O)ccc21	-5.0	-7.4
O=C(c1cccs1)N1C[C@H](n2cc(-c3ccc(F)cc3)nn2)[C@@H](O)C[C@@H]1c1ccc(Cl)cc1	47.6	-1.2
O=C(C1CCCCC1)N1CCC(CCOc2ccccc2)CC1	-16.3	-4.4
O=C(NCc1ccccc1)C1CCN(c2nc3ccccc3[nH]2)CC1	-6.0	-0.3
Cc1ccc(Cn2nc(C)c(NC(=O)CSc3n[nH]c(C)c3[N+](=O)[O-])c2C)cc1	6.0	-0.2
COc1ccc(-c2cc(=O)c3c(O)c(OC)c(OC)cc3o2)cc1O	·	1.5
CCOc1ccc(C(=O)Nc2cccc(OC)c2)cc1Br	-12.9	-8.2
CCCN1C(=O)CCc2cc(NC(=O)c3ccc(C)cc3)ccc21	16.6	-18.7
CC1CN2C=NC(N3CCN(C(=O)Nc4ccc(C(F)(F)F)cc4)CC3)=CC2=N1 (stereo unspecified)	-8.3	-2.7
O=C(N=S1CCC2(C1)OCCO2)c1cc(C(F)(F)F)cc(C(F)(F)F)c1 (stereo unspecified)	·	75.0*
CC(=O)NC1C(Oc2cccc(C)c2)OC2COC(C)(C)OC2C1O (stereo unspecified)	-5.3	-3.6
CCc1nnc2n1N=C(c1ccc(F)cc1)CS2	-3.6	-5.3
O=C(c1cc2ccccc2[nH]1)N1CCC(CCOCc2ccccc2F)CC1	43.8	-4.4
CCN(C)C(=O)c1cc(-c2ccc(OC)cc2)on1	-3.3	-6.0
O=C(COc1ccc(Cl)cc1)Nc1ccc(-c2ccc(N3CCCC3)nn2)cc1	-1.5	0.5
CCCc1cc(C2CCCN2C(=O)c2cc(-c3ccccc3)on2)no1 (stereo unspecified)	1.4	-1.8

(cont.)
SMILES	mHTT CaM bind	Pf apPOL inh
Cc1oc(C2CCN(C(=O)c3ccco3)CC2)nc1C(=O)N1CCCC1	11.9	-1.4
CCc1cc(C(=O)N2CCCC2)nc2cc(-c3cccs3)nn12	-11.4	-14.1
COc1ccc(S(=O)(=O)Nc2ccc(C)cc2)cc1C(=O)Nc1ccc(C)cc1	0.3	-1.8
COc1ccc(C)cc1NC(=O)N1CCc2c(c(COCc3ccccc3)nn2C)C1	9.5	-1.6
CC(C)c1nc(N2CCN(C(=O)c3ccco3)CC2)c(C#N)c2c1COC(C)(C)C2	-2.0	-4.3
CCN1CCN(c2nc(C(=O)NC)cs2)CC1	-2.3	-0.1
O=C(CN(Cc1ccc(Cl)cc1)S(=O)(=O)c1ccccc1)NCc1ccccn1	3.0	-1.4
CC1(C)CS(=O)(=O)N(c2ccc(Cl)c(C(=O)NCC3CCCO3)c2)C1=O (stereo unspecified)	-7.0	-10.1
COc1ccc(C(=O)NCc2ccc(S(N)(=O)=O)cc2)cc1[N+](=O)[O-]	5.1	-0.3
COc1ccc(CC2(C)OC(c3cccs3)=NN2C(C)=O)cc1 (stereo unspecified)	-21.0	3.7
COc1ccc2c(c1)c(=O)oc1c(C)c(OCc3ccc(C(=O)O)o3)ccc12	4.0	10.0
FC(F)Oc1ccccc1C1CC(c2ccc(Br)cc2)Nc2nnnn21 (stereo unspecified)	15.0	-1.6
COc1cc(OC)c(NC(=O)C(Cl)(Cl)Cl)cc1Cl	-3.3	-0.7
CC(C)(C)CC(=O)N1CCc2nc(-c3ccc(F)cc3)ncc2C1	-15.3	-0.8
O=[N+]([O-])c1cccc(/C=C/c2nc(C=Nc3cccc(F)c3)c(O)o2)c1	18.0	-4.7
O=C(c1ccc(Br)o1)N1CCN(Cc2noc3ccccc23)CC1	18.0	-8.2
CN(Cc1ccccc1)S(=O)(=O)c1ccc(C(=O)Nc2nnc(-c3ccc(F)cc3)o2)cc1	39.0	-6.8
O=C(c1ccccc1)N1CCN(C(=O)N2CCCCC2)CC1	1.6	9.0
Clc1ncc(Br)c(Cl)n1	1.6	·
Cc1ccc(C(=O)N2CCN(c3ncnc4c3CCC4)CC2)s1	-6.9	-4.5
CCOc1ccc(S(=O)(=O)n2nnc3ccccc32)cc1C(C)(C)C	-4.4	-7.0
c1ccc2c(c1)CC1(CCCC1)n1nnnc1-2	-5.4	4.3
COc1cc(S(=O)(=O)Nc2ccc(Cc3ccncc3)cc2)c(OC)cc1Cl	15.1	-6.6
CC1(C)O[C@H]2O[C@H]([C@H]3COC(C)(C)O3)[C@H](O)[C@H]2O1	-1.4	·
Cc1cccc(NC(=O)c2cc(S(=O)(=O)NCc3ccccc3)ccc2F)c1C	2.0	-2.4
COc1ccccc1NC(=O)CN(C)S(=O)(=O)c1ccccc1	-4.3	0.9
Cc1ccc2nc(C(=O)NC3CCN(Cc4ccccc4)CC3)cn2c1	-4.4	-2.9
CC(=O)c1ccc(N2CCN(C(=O)NC3CC(=O)N(c4ccc(F)cc4)C3)CC2)cc1 (stereo unspecified)	-4.0	-1.4
O=c1c2ccccc2c2ccccc2c(=O)n1-c1cccc([N+](=O)[O-])c1	-1.1	-1.7
Cn1nnnc1SCC(=O)Nc1ccccc1C(=O)NCc1ccccc1	4.1	-10.7

Part of the list above in order of count of non-hydrogen atoms, rising:
SMILES	mHTT CaM bind	Pf apPOL inh
Clc1ncc(Br)c(Cl)n1	1.6	·
c1ccc2c(c1)CC1(CCCC1)n1nnnc1-2	-5.4	4.3
CC1(C)O[C@H]2O[C@H]([C@H]3COC(C)(C)O3)[C@H](O)[C@H]2O1	-1.4	·
O=C(c1ccccc1)N1CCN(C(=O)N2CCCCC2)CC1	1.6	9.0
Cc1ccc(C(=O)N2CCN(c3ncnc4c3CCC4)CC2)s1	-6.9	-4.5
CC(C)(C)CC(=O)N1CCc2nc(-c3ccc(F)cc3)ncc2C1	-15.3	-0.8
CCOc1ccc(S(=O)(=O)n2nnc3ccccc32)cc1C(C)(C)C	-4.4	-7.0
O=[N+]([O-])c1cccc(/C=C/c2nc(C=Nc3cccc(F)c3)c(O)o2)c1	18.0	-4.7
Cn1nnnc1SCC(=O)Nc1ccccc1C(=O)NCc1ccccc1	4.1	-10.7
COc1cc(S(=O)(=O)Nc2ccc(Cc3ccncc3)cc2)c(OC)cc1Cl	15.1	-6.6
Cc1cccc(NC(=O)c2cc(S(=O)(=O)NCc3ccccc3)ccc2F)c1C	2.0	-2.4
CC(=O)c1ccc(N2CCN(C(=O)NC3CC(=O)N(c4ccc(F)cc4)C3)CC2)cc1 (stereo unspecified)	-4.0	-1.4
CN(Cc1ccccc1)S(=O)(=O)c1ccc(C(=O)Nc2nnc(-c3ccc(F)cc3)o2)cc1	39.0	-6.8

Next records follow:
SMILES	mHTT CaM bind	Pf apPOL inh
CCOC(=O)c1ccc(NC(=O)CN2C(=O)c3cccc4cccc(c34)C2=O)cc1	-13.3	2.4
CC1CCc2cc(F)ccc2N1C(=O)c1cc2ccccc2c(=O)o1 (stereo unspecified)	-3.0	-6.2
COc1ccc(OC)c(CN2CCc3nc(N4CCN(c5ncccn5)CC4)ncc3C2)c1	98.9*	-0.2
Nc1nc2ccccc2n1Cc1ccccc1	3.1	-4.1
CN(C)c1nc2cc(C(=O)N3CCCC3)sc2n1-c1ccccc1	50.1*	-1.5
O=C(Nc1ccc(F)cc1)N1CCN(C(C(=O)N2CCCCC2)C2CCCC2)CC1 (stereo unspecified)	-3.7	-1.7
